Screens (PubChem BioAssay)
PPARg SRC-3 ag: promotes SRC-3 coactivator recruitment by human PPARgamma; AID 731; actives 0.26% (n = 200,000); P37231; activation, % at 8 µM; biochemical PPARgamma/SRC-3 coactivator recruitment assay; in the data active means activation above about 23%;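 further: 0% = DMSO and 100% = reference agonist; some compounds past the cut are filed as inactive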
PMI act satM6P: PMI (human) activation, high substrate | activation factor at 20 µM | actives 0.34% (n = 190,000) | AID 1216 | coupled PMI enzyme assay, resazurin fluorescence, 20 min; hits give high values; 1 = untreated enzyme, 0 = substrate-free blank | P34949;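 active means activation factor of 2 or more at 20 µM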
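Material: human phosphomannose isomerase with PGI, G6PDH, diaphorase coupling enzymes. Quantity: 15 ng/mL PMI. Medium: HEPES pH 7.4 buffer with MgCl2 and Tween-20. Reagent: Near-saturating mannose-6-phosphate, 1.0 mM. Compound: 20 µM single dose. Times: enzyme reaction with compound 20 min at room temperature. Detection: resorufin fluorescence at Ex 544/Em 590 nm.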
G6PDH CS: inhibits Leuconostoc G6PDH, flagging false hits in G6PDH-based assays. Purified L. mesenteroides G6PDH, diaphorase/resazurin coupled fluorescence, 45 min. inhibition, % at 5 µM. actives 0.12% (n = 200,000). AID 1020; in the data active means inhibition above about 50%
Diaph act CS: activates diaphorase or chemically reduces, flagging diaphorase assay artifacts | Diaphorase/resazurin coupled assay, resorufin fluorescence, 16 min; hits give high values; 1 = vehicle wells, 0 = NADH-free wells | activation factor at 20 µM | actives 0.005% (n = 190,000) | AID 1229;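 active means diaphorase activity raised at least twofold by the compound at 20 µM; inactive means activation factor below 2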
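Material: Clostridium kluyveri diaphorase, purified enzyme; Quantity: enzyme 0.07 U/mL final; Medium: HEPES pH 7.4 buffer with MgCl2 and Tween 20; Dosing: single compound dose of 20 µM, 1% DMSO final; Schedule: 16 min reaction at room temperature; Measured by: red resorufin fluorescence at 544/590 nm excitation/emission.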
ROMK primary: modulates human ROMK potassium channel activity; P48048; actives 2% (n = 130,000); Tet-inducible ROMK, thallium flux fluorescence; actives lie on both sides; B-score at 10 µM;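 active means signal ratio slope over the read window, or its plate-corrected B-score, at least 3 SD from the plate mean, either direction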;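 further: B-score of the F/F0 ratio slope over 7 to 12 s after thallium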
Target sequence (P48048 whole entry, looked up): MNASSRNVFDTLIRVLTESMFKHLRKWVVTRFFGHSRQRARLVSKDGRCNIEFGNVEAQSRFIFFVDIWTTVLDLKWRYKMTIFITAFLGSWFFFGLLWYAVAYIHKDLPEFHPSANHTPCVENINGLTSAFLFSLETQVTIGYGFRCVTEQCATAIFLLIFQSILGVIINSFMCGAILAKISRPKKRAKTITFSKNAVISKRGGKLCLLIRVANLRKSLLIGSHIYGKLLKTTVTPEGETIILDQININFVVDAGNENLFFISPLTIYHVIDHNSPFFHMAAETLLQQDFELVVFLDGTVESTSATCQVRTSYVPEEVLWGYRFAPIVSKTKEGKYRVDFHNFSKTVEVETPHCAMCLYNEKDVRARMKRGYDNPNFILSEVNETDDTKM
PPARg SRC2 recr: PPARgamma-driven SRC-2 recruitment agonism | PPARgamma LBD-SRC-2 recruitment, biochemical | actives 0.34% (n = 200,000) | P37231 | activation, % at 8 µM; in the data active means activation above about 22%;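 further: 0% = vehicle and 100% = reference agonist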
S1P3 antag: S1P3 (human) receptor antagonism; actives 0.27% (n = 170,000); AID 485; CHO S1P3 NFAT-BLA reporter, FRET fluorescence, antagonist mode; Q99500; inhibition, % at 4.98 µM;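 active means inhibition above the plate cutoff, the mean inhibition of test wells on that plate plus 3 SD, cut at about 28% in these data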;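 further: cells challenged with S1P at its EC80 of 0.8 µM; blue over green emission ratio from cleaved BLA substrate after 4 h stimulation; 0% = S1P-stimulated wells and 100% = unstimulated DMSO-only wells; some compounds past the cut are filed as inactive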
Target sequence (Q99500 whole entry, looked up): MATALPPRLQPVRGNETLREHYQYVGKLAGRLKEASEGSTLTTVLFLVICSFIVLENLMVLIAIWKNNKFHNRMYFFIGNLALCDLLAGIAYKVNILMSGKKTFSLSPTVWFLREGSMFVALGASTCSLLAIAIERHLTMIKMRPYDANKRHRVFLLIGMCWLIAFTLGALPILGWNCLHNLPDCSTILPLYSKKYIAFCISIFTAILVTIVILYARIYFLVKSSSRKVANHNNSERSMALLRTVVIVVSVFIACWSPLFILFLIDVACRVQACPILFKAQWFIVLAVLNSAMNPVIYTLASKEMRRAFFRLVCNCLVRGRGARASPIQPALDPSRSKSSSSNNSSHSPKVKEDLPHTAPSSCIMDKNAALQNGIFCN
Diaphorase inh: counter-screen for diaphorase-based assays: diaphorase inhibitors and chemical oxidizers; diaphorase resazurin-to-resorufin fluorescence, NADH, 16 min; bacterial (C. kluyveri) enzyme, not human; inhibition, % at 20 µM; actives 0.69% (n = 190,000); AID 1217;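 active means primary screen inhibition at 20 µM above a set limit, cut at about 50% in these data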;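 further: plate controls were DMSO with full reaction for no effect and wells lacking NADH for full effect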
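Benchmarks: positive control wells lacking NADH, neutral wells with DMSO only. System: bacterial diaphorase enzyme (C. kluyveri). Input: 0.14 U/mL diaphorase, enzyme working solution. Detection: resorufin fluorescence, excitation 544 nm, emission 590 nm. Times: 16-min room-temperature incubation before reading.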
PMI activator: increases human mannose-6-phosphate isomerase activity; P34949; purified human PMI, coupled resazurin fluorescence, 20 min; hits give high values; 1 = vehicle control, 0 substrate-free wells; activation factor at 20 µM; actives 0.005% (n = 190,000); AID 1214;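 active means activation factor of 2 or more at 20 µM, relative to plate controls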
PPARg SRC-1 ag: PPARgamma-driven SRC-1 recruitment agonism | PPARgamma-SRC-1 coactivator recruitment biochemical assay | activation, % at 8 µM | actives 0.41% (n = 200,000); in the data active means activation above about 19%;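 further: 0% = DMSO and 100% = reference agonist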
SRC2 TRFRET art: TR-FRET artefact, counter-screen to PPARgamma/SRC-2 agonist assay; hits give high values; actives 0.4% (n = 200,000); TR-FRET ratio at 8 µM; AID 1049; in the data active means TR-FRET ratio above about 2000; further: inactives centre near 1500
An asterisk follows results filed as active. Rows are unselected. About 3.3% of those tested had a hit in this group.

C=CCOc1ccc(CNc2ccc3[nH]c(=O)[nH]c3c2)cc1OC was read as PPARg SRC-3 ag 2.7, PMI act satM6P 0.2, G6PDH CS 9.4, Diaph act CS 0.1, ROMK primary 0.337, PPARg SRC2 recr 4.1, S1P3 antag -20.1, Diaphorase inh 94.4*, PMI activator 0.2, PPARg SRC-1 ag 11.9 and SRC2 TRFRET art 1607.
Screening CCC(C)N(C(=O)COC(=O)Cc1n[nH]c(=O)c2ccccc12)C1CCS(=O)(=O)C1 (stereo not given) returned PPARg SRC-3 ag -6.2, PMI act satM6P 0.9, G6PDH CS 2.8, Diaph act CS 0.9, ROMK primary 0.0058, PPARg SRC2 recr 3.0, S1P3 antag -41.8, Diaphorase inh 14.2, PMI activator 1, PPARg SRC-1 ag -0.2 and SRC2 TRFRET art 1474.
O=C(N/C(=C/c1ccccc1)C(=O)N1CCCCCC1)c1ccccc1 was read as PPARg SRC-3 ag 3.3, PMI act satM6P 0.9, G6PDH CS 0.4, Diaph act CS 0.8, ROMK primary -0.0872, PPARg SRC2 recr -0.8, S1P3 antag -3.3, Diaphorase inh 15.2, PMI activator 1, PPARg SRC-1 ag -1.3 and SRC2 TRFRET art 1513.
Screening CSc1nc(C)c2c(n1)N(c1ccc(C(C)C)cc1)CC2 returned PPARg SRC-3 ag -4.2, PMI act satM6P 1, G6PDH CS 4.7, Diaph act CS 0.7, ROMK primary -0.25, PPARg SRC2 recr -13.6, Diaphorase inh 25.7, PMI activator 1, PPARg SRC-1 ag -6.8 and SRC2 TRFRET art 1462.
For BrC(/C=C\c1ccccc1)=N/Nc1nc(N2CCOCC2)nc(N2CCOCC2)n1 the results were PPARg SRC-3 ag 5.7, PMI act satM6P 1, G6PDH CS 23.5, Diaph act CS 0.9, ROMK primary 0.192, PPARg SRC2 recr 7.1, S1P3 antag 5.3, Diaphorase inh 6.6, PMI activator 1, PPARg SRC-1 ag 4.3 and SRC2 TRFRET art 1659.
`C/C(=N\Nc1ccc(S(=O)(=O)Nc2ccccc2)cc1[N+](=O)[O-])c1ccncc1` gave PPARg SRC-3 ag 4.3, PMI act satM6P 1, G6PDH CS 3.6, Diaph act CS 0.9, ROMK primary -0.344, PPARg SRC2 recr -4.8, S1P3 antag -0.6, Diaphorase inh 13.6, PMI activator 0.9, PPARg SRC-1 ag 4.7 and SRC2 TRFRET art 1383.
`CC(=O)c1cccc(NC(=S)NCCCCc2ccccc2)c1` gave PPARg SRC-3 ag 6.2, PMI act satM6P 1.1, G6PDH CS -1.5, Diaph act CS 0.9, PPARg SRC2 recr 0.1, S1P3 antag 8.7, Diaphorase inh 12.2, PMI activator 1, PPARg SRC-1 ag -2.4 and SRC2 TRFRET art 1437.
Screening COc1ccccc1N1C(=O)CC(Sc2n[nH]c(-c3cccc(C)c3)n2)C1=O (stereo not given) returned PPARg SRC-3 ag 3.9, PMI act satM6P 0.8, G6PDH CS -2.6, Diaph act CS 0.8, ROMK primary 0.325, PPARg SRC2 recr -2.6, S1P3 antag -4.4, Diaphorase inh 17.9, PMI activator 0.5, PPARg SRC-1 ag -0.7 and SRC2 TRFRET art 1645.
NC(=O)CSc1nnc(CNc2ccc(F)cc2)n1CC1CCCO1 (stereo not given) was read as PPARg SRC-3 ag -4.2, PMI act satM6P 1, G6PDH CS 7.0, Diaph act CS 1, PPARg SRC2 recr -3.5, S1P3 antag -16.4, Diaphorase inh -4.1, PMI activator 1.1, PPARg SRC-1 ag 2.0 and SRC2 TRFRET art 1447.
`Cc1cccc(NCc2cc(Cl)cc(Cl)c2O)n1` gave PPARg SRC-3 ag -1.3, PMI act satM6P 0.9, G6PDH CS 7.8, Diaph act CS 1, PPARg SRC2 recr -0.9, Diaphorase inh 3.7, PMI activator 1, PPARg SRC-1 ag 8.4 and SRC2 TRFRET art 1480.
`CN(C)c1ccc(NC(=O)c2sc(SCC(=O)Nc3ccc(Br)cc3)nc2N)cc1` gave PPARg SRC-3 ag 4.3, PMI act satM6P 1, G6PDH CS -2.0, Diaph act CS 1, PPARg SRC2 recr -1.7, Diaphorase inh 3.1, PMI activator 1, PPARg SRC-1 ag 9.4 and SRC2 TRFRET art 1462.
Screening O=C(CNS(=O)(=O)c1ccc(Br)s1)N1CCN(C(=O)c2ccco2)CC1 returned PPARg SRC-3 ag -12.5, PMI act satM6P 1.1, G6PDH CS 1.3, Diaph act CS 1, ROMK primary -1.22, PPARg SRC2 recr 1.8, Diaphorase inh -4.7, PMI activator 1.1, PPARg SRC-1 ag -4.6 and SRC2 TRFRET art 1363.
`CSc1ccc(S(=O)(=O)Nc2ccc(S(=O)(=O)Nc3ccc(C)cc3)cc2)cc1` gave PPARg SRC-3 ag 9.2, PMI act satM6P 0.8, G6PDH CS 8.5, Diaph act CS 0.8, ROMK primary -0.319, PPARg SRC2 recr 10.5, Diaphorase inh 22.1, PMI activator 0.7, PPARg SRC-1 ag 5.0 and SRC2 TRFRET art 1467.
Cn1c(SCc2ccccn2)nnc1-c1ccccc1 was read as PPARg SRC-3 ag 0.1, PMI act satM6P 1, G6PDH CS 13.1, Diaph act CS 1, ROMK primary 1.56, PPARg SRC2 recr -5.7, S1P3 antag -10.6, Diaphorase inh -2.2, PMI activator 1, PPARg SRC-1 ag 7.8 and SRC2 TRFRET art 1348.
`N#CC1=C(S)N(c2ccccc2)C(c2cccs2)NC1=O` (stereo not given) gave PPARg SRC-3 ag 14.0, PMI act satM6P 1.2, G6PDH CS 24.6, Diaph act CS 1.1, PPARg SRC2 recr 18.7, Diaphorase inh -10.5, PMI activator 1.1, PPARg SRC-1 ag 15.0 and SRC2 TRFRET art 1699.
COc1ccc(NC(=S)NCCc2c[nH]c3ccccc23)c(OC)c1 was read as PPARg SRC-3 ag 2.6, PMI act satM6P 1.1, G6PDH CS 3.1, Diaph act CS 0.9, ROMK primary -0.0798, PPARg SRC2 recr 7.7, S1P3 antag -3.1, Diaphorase inh 5.1, PMI activator 1, PPARg SRC-1 ag 10.3 and SRC2 TRFRET art 1706.
O=C(CSc1nc(CCC2CCCC2)nc2ccccc12)NCc1ccc2c(c1)OCO2 was read as PPARg SRC-3 ag 7.6, PMI act satM6P 1.1, G6PDH CS -7.9, Diaph act CS 1, ROMK primary 1.02, PPARg SRC2 recr 15.9, S1P3 antag 0.9, Diaphorase inh 0.0, PMI activator 0.9, PPARg SRC-1 ag -1.5 and SRC2 TRFRET art 1917.
COc1ccc(NC(=O)Cc2nn(C)c(=O)c3ccccc23)c2ncccc12 was read as PMI act satM6P 0.8, G6PDH CS -0.3, Diaph act CS 0.9, S1P3 antag 11.8, Diaphorase inh 14.7 and PMI activator 0.9.
For O=C(C1CC(c2ccc(F)cc2)=NO1)N1CCN(Cc2ccccc2)CC1 (stereo not given) the results were PPARg SRC-3 ag 1.8, PMI act satM6P 1.1, G6PDH CS 6.0, Diaph act CS 1, PPARg SRC2 recr -5.7, S1P3 antag -8.3, Diaphorase inh -3.0, PMI activator 1.1, PPARg SRC-1 ag -3.4 and SRC2 TRFRET art 1516.
`COc1ccc(Nc2nc(Nc3ccc(OC)cc3OC)nc(N3CCN(C)CC3)n2)c(OC)c1` gave PPARg SRC-3 ag 3.7, PMI act satM6P 1, G6PDH CS 0.0, Diaph act CS 0.9, ROMK primary 0.00844, PPARg SRC2 recr 6.4, S1P3 antag -3.4, Diaphorase inh 8.1, PMI activator 0.8, PPARg SRC-1 ag -4.5 and SRC2 TRFRET art 1631.
Screening NC(=O)c1ccc(NC(=O)COC(=O)c2cccc(Oc3ccccc3)c2)cc1 returned PPARg SRC-3 ag 0.0, PMI act satM6P 1.1, G6PDH CS 5.8, Diaph act CS 1.1, ROMK primary 0.607, PPARg SRC2 recr 9.6, S1P3 antag -8.9, Diaphorase inh -12.7, PMI activator 1, PPARg SRC-1 ag 2.3 and SRC2 TRFRET art 1686.
`CC[C@@H](C)C(N)c1cn([C@@H](CCC(=O)O)C(=O)N2CCNCC2)nn1` (stereo not given in full) gave PPARg SRC-3 ag -2.0, PMI act satM6P 1.1, G6PDH CS 9.4, Diaph act CS 1.1, PPARg SRC2 recr -7.4, S1P3 antag -8.7, Diaphorase inh -6.4, PMI activator 1.2, PPARg SRC-1 ag -9.3 and SRC2 TRFRET art 1511.
Screening Cc1sc2nc(CN3CCCCC3)nc(N3CCN(C(=O)c4ccco4)CC3)c2c1C returned PPARg SRC-3 ag 6.1, PMI act satM6P 1, G6PDH CS -1.9, Diaph act CS 1.1, ROMK primary 1.6, PPARg SRC2 recr -5.3, S1P3 antag -10.1, Diaphorase inh -13.5, PMI activator 1.1, PPARg SRC-1 ag 5.9 and SRC2 TRFRET art 1579.
For COc1ccc(Nc2nc(NCC3CCCO3)c3ccccc3n2)c(OC)c1 (stereo not given) the results were PPARg SRC-3 ag 3.8, PMI act satM6P 1, G6PDH CS 12.3, Diaph act CS 1, ROMK primary -0.157, PPARg SRC2 recr -4.1, S1P3 antag -4.6, Diaphorase inh 1.4, PMI activator 1.1, PPARg SRC-1 ag 10.9 and SRC2 TRFRET art 1373.
COC(=O)CSc1nnc(-c2sc3cc(OC)ccc3c2Cl)n1C was read as PPARg SRC-3 ag 2.8, PMI act satM6P 1, G6PDH CS 5.5, Diaph act CS 1, ROMK primary -2.61, PPARg SRC2 recr 6.0, S1P3 antag -1.6, Diaphorase inh 3.5, PMI activator 0.9, PPARg SRC-1 ag -3.1 and SRC2 TRFRET art 1633.
Screening O=C(Nc1cccnc1)C1CC(c2ccccc2O)=NO1 (stereo not given) returned PPARg SRC-3 ag -5.8, PMI act satM6P 0.9, G6PDH CS 3.7, Diaph act CS 0.9, ROMK primary 0.498, PPARg SRC2 recr 5.6, Diaphorase inh 10.5, PMI activator 0.9, PPARg SRC-1 ag 2.5 and SRC2 TRFRET art 1474.
Screening Fc1ccc(NC(=S)Nc2ccc(Cl)cc2Cl)cc1 returned PPARg SRC-3 ag 5.3, PMI act satM6P 1, G6PDH CS 2.0, Diaph act CS 1, ROMK primary -1.09, PPARg SRC2 recr 3.0, S1P3 antag -2.6, Diaphorase inh 2.6, PMI activator 1, PPARg SRC-1 ag -7.7 and SRC2 TRFRET art 1462.
